RXFP1 ag: agonists of human relaxin receptor RXFP1; Q9HBX9; HEK293T-RXFP1 cAMP TR-FRET, 30 min; response scale: percent of porcine relaxin response, buffer zero; Potency, µM (titrated, usually from 57.5 µM), inactives show top-dose activation, most hits filed as activators; 370,000 compounds, 0.3% hits; note: potency is the fitted concentration of half-maximal effect; % is set by controls: 0 for no effect and ±100 for the full control effect; nearly all actives have a fitted effect of over 60% in size; many of its hits are not listed in these tables
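Agonist response is measured as cAMP accumulation in an RXFP1-transfected HEK293T line under PDE4 inhibition. Values are scaled between buffer-only and 29 nM porcine relaxin, and EC50s come from standard Hill equation fits.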
TRHR PAM: TRH receptor (human) allosteric enhancement; P34981; TRHR cells, fluo-8 calcium fluorescence, EC20 TRH enhancement; enhancement, % at 2 µM; 360,000 compounds, 0.66% hits; AID 493056; in the data active = enhancement above about 30%; note: 0% is about no effect
Target sequence (P34981 whole entry, looked up): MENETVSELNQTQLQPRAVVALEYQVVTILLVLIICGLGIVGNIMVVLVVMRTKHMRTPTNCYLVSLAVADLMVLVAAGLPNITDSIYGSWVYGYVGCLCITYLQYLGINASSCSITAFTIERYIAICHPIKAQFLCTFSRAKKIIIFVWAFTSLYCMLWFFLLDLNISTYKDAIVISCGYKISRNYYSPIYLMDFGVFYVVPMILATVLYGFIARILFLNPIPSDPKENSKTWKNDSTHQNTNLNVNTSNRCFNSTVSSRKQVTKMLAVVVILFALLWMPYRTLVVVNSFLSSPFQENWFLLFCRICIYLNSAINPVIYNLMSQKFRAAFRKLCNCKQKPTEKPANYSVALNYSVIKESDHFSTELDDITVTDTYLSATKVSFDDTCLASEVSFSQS
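Enhancer read-out: after compound pinning and an initial kinetic agonist-mode read, an EC20 of TRH (10 nM final) was injected and fluo-8 calcium signal (Ex 480/Em 530) followed at 1 s/cycle for 100 cycles in TRHR-expressing cells.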
RXFP1 antag: RXFP1 (human) relaxin receptor antagonism. Q9HBX9. HEK293-RXFP1, relaxin-stimulated cAMP HTRF, 30 min; stronger effect = lower value. activity change, negative = inhibition, % at 57.5 µM. 350,000 compounds, 0.59% hits;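 active = activity change of -60% or lower, but not beyond a set lower limit; inconclusive = change between -60% and -40%, or beyond the set limit; inactive = change above -40%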; note: % is set by controls: 0 for no effect and ±100 for the full control effect
D1 agonist: activates the human D1 dopamine receptor; 360,000 compounds, 1% hits; HEK293 T-REx D1 cells, calcium flux, agonist mode; activation, % at 2 µM; AID 504660; P21728; in the data active = activation above about 30%; note: 0% is about no effect
Target sequence (P21728 whole entry, looked up): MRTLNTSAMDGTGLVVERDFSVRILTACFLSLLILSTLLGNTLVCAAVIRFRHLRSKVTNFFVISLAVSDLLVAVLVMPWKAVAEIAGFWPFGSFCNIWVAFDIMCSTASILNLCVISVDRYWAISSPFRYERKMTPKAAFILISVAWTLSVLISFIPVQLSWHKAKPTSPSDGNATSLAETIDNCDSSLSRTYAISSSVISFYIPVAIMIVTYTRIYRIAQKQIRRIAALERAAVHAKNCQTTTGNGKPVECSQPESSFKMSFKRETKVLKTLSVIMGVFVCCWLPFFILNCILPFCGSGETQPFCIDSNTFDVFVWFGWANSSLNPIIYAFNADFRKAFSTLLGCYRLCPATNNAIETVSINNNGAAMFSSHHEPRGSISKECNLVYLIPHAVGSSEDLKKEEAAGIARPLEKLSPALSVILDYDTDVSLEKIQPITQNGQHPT
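Agonism was scored from calcium flux recorded over 180 s (1 read/s) after pintool compound addition, following a 10-cycle baseline. Cells were inducible force-coupled HEK293 TREx D1, plated overnight at 30 C and loaded with no-wash calcium dye.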
D1 potentiator: potentiators of human D1 dopamine receptor. P21728. HEK293 TREx D1 cells, calcium flux, dopamine EC20 potentiation. potentiation, % at 10 µM. 360,000 compounds, 0.036% hits. AID 504651; in the data active = potentiation above about 30%; note: 0% is about no effect
Anesthetic bind: binds horse apoferritin like a general anesthetic. P02791. apoferritin/1-aminoanthracene competitive binding, fluorescence. Potency, µM (highest dose often 77.5 µM), for inactives: top-dose activity change, negative = displacement, most hits filed as inhibitors. 350,000 compounds, 0.074% hits. AID 485281; note: potency is the fitted concentration of half-maximal effect; % is set by controls: 0 for no effect and ±100 for the full control effect; nearly all actives have a fitted effect of over 20% in size
Target sequence (P02791 2-175 limits assumed): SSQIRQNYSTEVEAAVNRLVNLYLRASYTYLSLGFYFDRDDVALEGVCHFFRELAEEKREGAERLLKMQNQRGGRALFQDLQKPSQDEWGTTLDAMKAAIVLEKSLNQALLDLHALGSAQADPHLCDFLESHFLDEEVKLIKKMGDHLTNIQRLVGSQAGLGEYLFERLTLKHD
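Steps: apoferritin (10 uM) was premixed with half-saturated 1-AMA in PBS, compounds were pin-transferred, plates stood 10 min at room temperature, fluorescence was read at 380/535 nm, and curves were fitted with a Hill equation.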
D1 antagonist: human D1 dopamine receptor antagonism; 360,000 compounds, 3.2% hits; P21728; activity change, negative = inhibition, % at 10 µM; HEK293 TREx D1 cells, calcium flux, dopamine EC80; stronger effect = lower value; in the data active = activity change below about -30%; note: % is set by controls: 0 for no effect and ±100 for the full control effect
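Antagonism measured as reduced calcium response to an EC80 dopamine addition following 180 s compound pre-read; cells were inducible HEK293 Trex D1 plated overnight at 30 C, read kinetically at 1 cycle/sec.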
TRHR agonist: agonists of human TRH receptor; P34981; TRHR cells, calcium flux fluo-8, FDSS agonist mode; activation, % at 2 µM; 360,000 compounds, 0.18% hits; in the data active = activation above about 30%; note: 0% is about no effect
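Agonist-mode FDSS calcium read (Ex 480/Em 530, 1 s cycles) in 1536-well TRHR cells with fluo-8 dye, after 10-cycle baseline and 23 nL compound addition; TRH at EC20 (10 nM final) added afterwards for the enhancer phase.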
D2 PAM: positive allosteric modulators of human D2 dopamine receptor; P14416; AID 485347; 340,000 compounds, 0.34% hits; HEK293 T-REx D2, calcium flux, EC20 dopamine potentiation; potentiation, % at 10 µM;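 active = potentiation over 3 SD above the plate norm, cut at about 30% in these data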; note: 0% is about no effect
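Tetracycline-induced HEK293 T-REx cells force-coupled to calcium signalling expressed D2; compounds were pin-added after a 10 s baseline, read kinetically 180 s, then an EC20 dopamine challenge followed with a further 180 s calcium read.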
* hit, by the source's call; ? = inconclusive; nt = not tested or not shown; [ ] = remark or other dose. Unless noted, calls come from the whole dose curve; as a rule, active = well fitted curve in the direction sought with a large enough effect; inconclusive = small, poorly fitted or top-dose-only effect, or another doubt; inactive = no such curve, though single readings can be large; an effect the other way counts as inactive or inconclusive. An excerpt (hit frequency here may not be typical).

Values in the order: TRHR agonist	Anesthetic bind	RXFP1 antag	D2 PAM	TRHR PAM	D1 agonist	D1 potentiator	RXFP1 ag	D1 antagonist
1) C=CCN=C1S/C(=C/c2cccc([N+](=O)[O-])c2)C(=O)N1CC=C
→ -0.6	-18%	nt	13	0	4	-7	4.2%	-6
2) Cc1oc(-c2ccc(Cl)cc2)nc1CS(=O)CC(=O)NCc1ccccc1 (stereo unspecified)
→ -0.1	-21%	-17	5	2	0	1	0.2%	21
3) O=C(CSc1nc2ccccc2n1Cc1ccccc1Cl)N/N=C/c1ccccc1C(=O)O
→ -1.9	?	-9	nt	-2	6	-4	-0.5%	-23
4) COc1ccccc1CC(=O)Nc1ccc(F)cc1F
→ -0.2	-14%	4	0	-6	2	1	6.3%	14
5) Cc1cc2c(cc1S(=O)(=O)NCCc1ccc(Cl)cc1)OCC(=O)N2
→ 1.0	-23%	1	5	2	8	0	3.5%	-7
6) CCN(C(=O)Cn1nc2c3cc(F)ccc3n(Cc3cccc(C)c3)cc-2c1=O)c1cccc(C)c1
→ -0.8	-11%	0	-4	5	2	0	4.8%	8
7) COc1ccc(-c2noc(C3CCCN(C(=O)c4cccs4)C3)n2)cc1 (stereo unspecified)
→ -1.5	-23%	4	13	2	2	-3	0.2%	-1
8) CN(Cc1ccc(Cl)cc1Cl)C(=O)CNC(=O)c1ccc2c(c1)OCO2
→ -0.7	nt	1	8	-3	2	-6	-1.4%	2
9) Cc1ncc(CO)c(/C=N/Nc2cccc(Cl)n2)c1O
→ 1.0	9%	-4	0	1	2	-3	0.0%	4
10) C/C(=N\NC(=O)c1cc(C(C)C)[nH]n1)c1ccco1
→ 0.5	-9%	-4	-6	-5	8	11	0.0%	-2

Shown in markdown: 3 of the compounds above.
| nr | Compound | TRHR agonist | Anesthetic bind | RXFP1 antag | D2 PAM | TRHR PAM | D1 agonist | D1 potentiator | RXFP1 ag | D1 antagonist |
| --- | --- | --- | --- | --- | --- | --- | --- | --- | --- | --- |
| 3 | O=C(CSc1nc2ccccc2n1Cc1ccccc1Cl)N/N=C/c1ccccc1C(=O)O | -1.9 | ? | -9 | nt | -2 | 6 | -4 | -0.5% | -23 |
| 4 | COc1ccccc1CC(=O)Nc1ccc(F)cc1F | -0.2 | -14% | 4 | 0 | -6 | 2 | 1 | 6.3% | 14 |
| 5 | Cc1cc2c(cc1S(=O)(=O)NCCc1ccc(Cl)cc1)OCC(=O)N2 | 1.0 | -23% | 1 | 5 | 2 | 8 | 0 | 3.5% | -7 |

The list continues.
Values in the order: TRHR agonist	Anesthetic bind	RXFP1 antag	D2 PAM	TRHR PAM	D1 agonist	D1 potentiator	RXFP1 ag	D1 antagonist
11) COc1ccc(-c2nc3ccccc3o2)cc1NC(=O)c1ccc(-c2ccc(C)c(Cl)c2)o1
→ 0.4	3%	nt	-4	0	0	1	11%	12
12) COc1cc(OC)c(NC(=O)c2ccc3c(c2)N(Cc2ccc(C)cc2)CCS3)cc1Cl
→ 0.3	47%[activator]	1	-5	-2	2	-2	7.3%	11
13) CCOc1ccc(C(=S)N2CCOCC2)cc1
→ -0.7	-9%	-3	8	0	1	-7	-0.8%	-3
14) CCCC(=O)Nc1ccccc1NC(=O)c1ccc(OC)cc1
→ 0.0	-6%	1	-2	6	3	-7	3.7%	15
15) O=C(NCC(=O)N1CCN(S(=O)(=O)c2ccccc2)CC1)c1ccc(Br)o1
→ -0.4	nt	-23	nt	1	2	-7	1.5%	1
16) CCN(c1ccccc1)S(=O)(=O)c1ccc(NC(=O)c2ccco2)cc1
→ -0.8	-15%	-7	-5	-1	9	0	-0.6%	-4
17) CC(C)C[C@H](NC(=O)Nc1cccc(C(F)(F)F)c1)C(=O)O
→ 0.7	3%	-1	9	2	0	-1	1.9%	5
18) CCN(CC(=O)Nc1c(F)cccc1F)C(=O)Cn1c(=O)cnc2ccccc21
→ 1.2	nt	-11	-11	-2	2	-1	2.3%	-4
19) Cc1cc(=O)oc2cc(OC(C)C(=O)O)c(Cl)cc12 (stereo unspecified)
→ 0.0	-6%	11	8	15	4	5	4.0%	9
20) CC(=O)Nc1ccc(N/C=C/C(=O)c2ccco2)cc1
→ 1.1	-2%	-1	-15	13	5	3	-0.3%	14

Further results:
Values in the order: TRHR agonist	Anesthetic bind	RXFP1 antag	D2 PAM	TRHR PAM	D1 agonist	D1 potentiator	RXFP1 ag	D1 antagonist
21) CC(Sc1nc(-c2ccccc2)cc(C(F)(F)F)n1)C(=O)N1CCOCC1 (stereo unspecified)
→ -0.6	-12%	-4	-1	-3	5	13	1.1%	-14
22) CCOc1ccc(CNC(=O)C2CC(=O)N(C3CCCC3)C2)cc1OC (stereo unspecified)
→ -0.3	-3%	3	0	-2	1	-6	-2.3%	-16
23) CCc1ccccc1NC1=CC(=O)CC(C)(C)C1
→ 0.3	-5%	10	1	-6	-1	0	5.2%	29
24) Cc1noc(C)c1C(=O)Nc1nc(-c2ccc([N+](=O)[O-])cc2)cs1
→ 0.1	-24%	?	-6	-6	25	-8	3.8%	-51*
25) CCOc1ccc(C(=O)NCc2ccccc2)cc1Br
→ -1.2	-3%	nt	-3	1	-2	-5	-1.5%	2
26) COc1ccc(S(=O)(=O)N2CCSC2)cc1C
→ -1.0	?	-7	-13	1	1	15	0.5%	13
27) COc1ccc(CCNC(=O)C23CCC(C)(C(=O)C2=O)C3(C)C)cc1OC (stereo unspecified)
→ 0.0	-10%	4	5	-5	3	-7	0.7%	-8
28) Cc1cccc(/C=C/c2onc(C)c2S(=O)(=O)N2CCC(C(=O)NC(C)C)CC2)c1
→ -0.3	-15%	-10	-9	-3	0	-5	1.6%	2
29) COc1ccc(-c2cn[nH]c2-c2ccc(OCc3ccc([N+](=O)[O-])cc3)cc2O)cc1OC
→ 1.4	-21%	2	18	10	4	-7	7.0%	-3
30) Cc1cc(=O)[nH]c(/N=C(\N)Nc2ccc(Oc3ccccc3)cc2)n1
→ 0.2	0%	10	-22	-2	1	-12	0.0%	-25

(cont.)
Values in the order: TRHR agonist	Anesthetic bind	RXFP1 antag	D2 PAM	TRHR PAM	D1 agonist	D1 potentiator	RXFP1 ag	D1 antagonist
31) COc1ccc2c(C)c(CC(=O)NCc3ccccc3Cl)c(=O)oc2c1OC
→ -0.5	1%	2	17	19	-1	3	19%	-10
32) CC1CCCCC1NC(=O)CN1C(=O)c2cccc(N)c2C1=O (stereo unspecified)
→ 4.3	558%[activator]	-32	-8	2	16	-2	9.6%	1
33) CCN(CC)C(=O)c1ccc(C(=O)c2c(C)cc(C)cc2C)cc1
→ 0.0	?	-3	-1	4	6	-3	1.5%	2
34) O=C(CN1CCN(S(=O)(=O)c2ccc(Cl)cc2)CC1)Nc1ccc(F)cc1F
→ 0.1	-18%	-6	-7	-7	4	0	2.2%	-17
35) C=CCn1c(COc2ccccc2)nnc1SCC(=O)O
→ 0.2	20%	-4	33*	2	4	-2	-0.1%	7
36) COc1ccc(OCC(=O)Nc2ccc3c(c2)nc(CCN2CCC(C)CC2)n3C)cc1
→ 0.0	-15%	-20	-24	-5	2	-1	2.0%	2
37) Cc1[nH]c2ccccc2c1C(=O)CN1C(=O)C(=O)N(Cc2ccco2)C1=O
→ 0.1	?	-4	6	0	7	-3	-1.6%	-3
38) CCOC(=O)c1c(NC(=O)/C=C/c2ccc(OC)cc2)sc2c1CCC(C)C2 (stereo unspecified)
→ -0.3	3%	6	4	-9	-1	0	-3.7%	-5
39) CC(C)c1nnc(NC(=O)CCC(=O)N2CCN(c3ccc(Cl)cc3)CC2)s1
→ 1.0	-16%	-67*	-6	3	4	4	-0.8%	-2
40) CCOc1ccc(CCNC(=O)c2sc3nc4n(c(=O)c3c2C)CCCC4)cc1
→ 0.3	-4%	-18	1	4	1	-3	9.6%	-8

Continued.
Values in the order: TRHR agonist	Anesthetic bind	RXFP1 antag	D2 PAM	TRHR PAM	D1 agonist	D1 potentiator	RXFP1 ag	D1 antagonist
41) O=C1CCC(=O)N1N1C(=O)C2C3c4ccccc4C(c4ccccc43)C2C1=O (stereo unspecified)
→ -1.0	-7%	7	-2	-1	1	2	-1.6%	2
42) CCc1nc2ccc(C(=O)NCCCN3CCN(c4ccc(F)cc4)CC3)cc2nc1CC
→ -0.3	-5%	2	-20	0	1	-6	1.4%	5
43) CC(C)c1onc(C(=O)N2CCCCC2C)c1[N+](=O)[O-] (stereo unspecified)
→ -0.5	-10%	nt	-3	3	2	-1	1.8%	-19
44) CS(=O)(=O)N(CCC#N)Cc1ccc(/C=C2\C(=O)Nc3ccccc32)o1
→ 0.2	-17%	0	nt	1	1	-3	-1.9%	3
45) O=C(Nc1nc2ccccc2n1CCN1CCOCC1)c1cn(-c2ccccc2)nc1-c1ccccc1
→ 0.0	-8%	8	-22	8	7	-4	-0.7%	1
46) Cc1nn(-c2ccccc2)c(Cl)c1CN(C(=O)CCl)c1cccc2ccccc12
→ 0.1	-2%	-19	4	-3	5	-5	-2.3%	-15
47) CC(=O)c1ccc(NC2c3ncccc3C(=O)N2Cc2ccc(F)cc2)cc1 (stereo unspecified)
→ 0.9	-7%	-7	-4	-1	0	-4	-1.0%	10
48) O=c1c(-c2ccc3c(c2)OCCO3)coc2cc(O)cc(O)c12
→ -1.6	?	-17	-2	0	7	-7	1.5%	-22
49) CCn1cc(CN2CCC(n3nccc3NC(=O)Cc3ccccc3)CC2)cn1
→ 0.0	-2%	9	-9	0	1	-2	0.5%	0
50) O=C(Cn1c(C(F)(F)F)nc2ccccc21)N1CCCC1
→ -0.5	-11%	4	-4	3	1	-4	-0.6%	-10

Following part:
Values in the order: TRHR agonist	Anesthetic bind	RXFP1 antag	D2 PAM	TRHR PAM	D1 agonist	D1 potentiator	RXFP1 ag	D1 antagonist
51) COC(=O)c1scc(C)c1NC(=O)Cc1ccccc1
→ 0.1	-8%	-10	2	-1	2	2	0.0%	-8
52) O=C1/C(=C/c2ccncc2)N=C2CCCCCN12
→ 0.5	16%	1	3	1	1	-2	-5.0%	0
53) CN(C)c1ccc(CN(C(=O)COc2ccc(F)cc2)C2CCS(=O)(=O)C2)cc1 (stereo unspecified)
→ 0.2	-10%	6	nt	10	3	1	0.9%	12
54) Cc1cccc(NC(=O)c2cc3c(=O)n4ccccc4nc3n(CC(C)C)c2=N)c1
→ -0.3	-9%	nt	-3	-6	0	1	-0.7%	4
